GAA inh = blocks human lysosomal alpha-glucosidase. P10253. purified human GAA, 4-MU-alpha-glucoside fluorescence. Potency, µM (doses to about 76.9 µM), without a hit: at the top dose activity change, negative = inhibition, hits mostly inhibitors. 200,000 compounds, 0.005% hits. AID 1466;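 note: potency is the fitted concentration of half-maximal effect; plate controls were uninhibited enzyme wells for no effect and no-enzyme background for full effect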
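Activity normalized between no-enzyme (basal) and enzyme-only wells. Conditions: 4 nM human enzyme, 400 uM fluorogenic substrate, citrate/phosphate pH 5.0 with Tween-20, 20 min room temperature, compounds up to 77 uM.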
HTT aggregate = inhibitors of mutant huntingtin aggregate formation in PC12 cells; Potency, µM (top dose mostly 46.1 µM), without a hit: at the highest dose activity change, negative = inhibition, most hits filed as inhibitors; PC12 HttQ103-GFP aggregates, Acumen cytometry, 40 h; 220,000 compounds, 1.1% hits; AID 1688; note: potency is the fitted concentration of half-maximal effect; % is set by controls: 0 for no effect and ±100 for the full control effect; nearly all actives have a fitted effect of over 60% in size
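Steps: seed 1500 PC12 HTTQ103-GFP cells/well; add tebufenozide, 100 nM final; add compound titration; add ATPLite reagent; quantify GFP aggregates by laser scanning cytometry.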
CBFb RUNX1 block = inhibitors of human CBF-beta and RUNX1 interaction; Potency, µM (titrated, usually from 59.8 µM), for the others: at the top dose activity, negative = inhibition, most hits filed as inhibitors; AID 1477; 230,000 tested, under 10 active; AlphaScreen CBFb-His/RUNX1-biotin binding, biochemical; note: % of control where 0% means no effect
Target sequence (Q01196 whole entry, looked up): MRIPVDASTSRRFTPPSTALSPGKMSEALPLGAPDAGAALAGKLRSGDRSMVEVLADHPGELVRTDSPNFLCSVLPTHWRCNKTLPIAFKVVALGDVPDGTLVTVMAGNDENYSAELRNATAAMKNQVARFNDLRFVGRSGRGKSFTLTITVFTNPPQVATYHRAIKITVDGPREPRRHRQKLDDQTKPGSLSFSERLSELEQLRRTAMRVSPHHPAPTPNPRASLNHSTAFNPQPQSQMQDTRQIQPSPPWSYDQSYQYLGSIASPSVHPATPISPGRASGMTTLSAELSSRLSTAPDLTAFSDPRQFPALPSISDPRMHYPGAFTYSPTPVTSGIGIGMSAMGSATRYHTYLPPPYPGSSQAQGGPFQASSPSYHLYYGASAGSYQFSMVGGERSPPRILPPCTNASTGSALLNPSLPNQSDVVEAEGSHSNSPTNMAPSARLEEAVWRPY
Target sequence (Q13951 whole entry, looked up): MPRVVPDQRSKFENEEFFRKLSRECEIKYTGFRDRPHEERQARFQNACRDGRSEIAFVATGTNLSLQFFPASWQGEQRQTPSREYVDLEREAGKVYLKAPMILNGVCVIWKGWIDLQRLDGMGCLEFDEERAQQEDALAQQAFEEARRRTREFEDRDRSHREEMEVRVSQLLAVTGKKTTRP
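Inhibition was taken as any reduction in AlphaScreen signal from the CBF-beta–RUNX1 pair (His and biotin tags, 30 nM each), measured after compound (15 min) and bead (90 min) incubations at room temperature.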
HTT ATP protect = protects HTT-Q103 PC12 cells, measured by ATP; PC12 HTT-Q103 induced, cytoprotection, ATP luminescence, 40 h; Potency, µM (titrated, usually from 56.4 µM), for the others: cytoprotection (ATP increase), usual class: activators; 230,000 compounds, 0.14% hits; AID 1471;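 note: potency is the fitted concentration of half-maximal effect; % of control where 0% means no effect; nearly all actives have a fitted effect of over 45% in size; toxic huntingtin expression switched on by the ecdysone agonist tebufenozide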
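Rat PC12, Q103 Htt exon1-GFP fusion, ecdysone promoter; tebufenozide inducer 100 nM final; compound titration; qHTS, 1500 cells/well; ATPlite luminescent read.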
GAA glycogen mod = GAA glycogen-cleavage inhibition or activation | recombinant GAA, glycogen substrate, Amplex Red glucose oxidase fluorescence | Potency, µM (titrated, usually from 76.4 µM), without a hit: at the highest dose activity change, negative = inhibition, most hits filed as inhibitors | 300,000 compounds, 0.38% hits | AID 2100;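 note: potency is the fitted concentration of half-maximal effect; 0% = full enzyme reaction and -100% = no-enzyme basal signal; the screen sought inhibitors and activators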
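Recombinant enzyme (4 nM final) with compounds titrated up to 77 uM and bovine liver glycogen (30 ug) in citrate pH 5.0, 0.01% Tween-20, 37 C 40 min. Released glucose detected by Amplex Red/glucose oxidase (Ex 573/Em 610); AC50 from Hill fits.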
aGlu spleen mod = inhibits or activates alpha-glucosidase in human spleen homogenate | P10253 | human spleen homogenate, 4-MU-alpha-glucoside fluorescence | Potency, µM (top dose mostly 79.9 µM), inactives show top-dose activity change, negative = inhibition, usual class: inhibitors | 240,000 compounds, 0.006% hits | AID 2112;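 note: potency is the fitted concentration of half-maximal effect; 0% = enzyme with vehicle and -100% = no enzyme basal signal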
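AC50 values come from Hill-equation fits of concentration-response data, normalized to no-enzyme and full-activity controls. Enzyme source: 1 ug human spleen homogenate; 1 mM fluorogenic 4-MU glucoside, pH 5.0 citrate buffer, 37 C, 40 min.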
LMNA splice mod = modulators of lamin A splicing; HeLa LMNA splicing GFP/RFP minigene ratio, 48 h; Potency, µM (top dose mostly 46.1 µM), for the others: at the highest dose ratio change, negative = inhibition, actives largely listed as inhibitors; AID 1487; 200,000 compounds, 0.01% hits; active = well fitted inhibition curve with a large enough effect in the signal ratio, with a control signal flat, not every such curve was filed as active; inconclusive = small, poorly fitted or top-dose-only effect, or effect the other way, or a change in a side signal; the % refers to the signal ratio; note: potency is the fitted concentration of half-maximal effect; % is set by controls: 0 for no effect and ±100 for the full control effect
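S3 HeLa stable clones carrying a lamin A-EGFP splicing minigene plus DsRed2 were seeded at 600 cells/well in Opti-MEM with 2% FBS, pin-dosed and incubated 48 h at 37°C. Acumen cytometry (488 nm) gave the GFP/RFP total-intensity ratio.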
Active calls of the source: *; ? = inconclusive; / = not tested or not shown; [ ] = another dose, or the depositor's remark. Unless noted, calls come from the whole dose curve; as a rule, active = well fitted curve in the direction sought with a large enough effect; inconclusive = small, poorly fitted or top-dose-only effect, or another doubt; inactive = no such curve, though single readings can be large; an effect the other way counts as inactive or inconclusive.

nr | Molecule | GAA inh | HTT aggregate | CBFb RUNX1 block | HTT ATP protect | GAA glycogen mod | aGlu spleen mod | LMNA splice mod
1 | CCn1cc(C(=O)OCC(=O)c2cc(C)n(-c3cccc(C(F)(F)F)c3)c2C)c(=O)c2ccc(C)nc21 | 3% | -11% | -6% | 22%[10 µM] | -12% | -1% | -10%
2 | CNC(=O)COc1ccc(S(=O)(=O)Nc2ccccc2)cc1 | / | -9%[9.22 µM] | 13% | -8%[10 µM] | 3% | -3% | /
3 | O=Cc1ccc(-n2cncn2)cc1 | -5% | 10% | 3% | -21% | 1% | -1% | /
4 | CC(Sc1nnc(-c2cccnc2)n1-c1ccccc1F)C(=O)N1CCCc2ccccc21 (stereo not drawn) | -1% | -5% | -5% | 39%[1.9 µM] | 12% | 4% | -5%
5 | Nc1nnc(-c2ccc(F)cc2)s1 | -1% | -2% | 6% | -3% | -7% | 0% | 9%[0.0737 µM]
6 | CCC(=O)Nc1nc(-c2ccc3c(c2)OCCO3)cs1 | 2% | 10% | 6% | -12%[10 µM] | 2% | -8% | ?
7 | COC(=O)[C@@H]1CC[C@H](C)[C@@H](c2ccc(C)cc2)N1C(=O)c1ccc(/C=N\OC[C@@H]2O[C@H](c3ccccc3)C=C[C@@H]2Oc2ccc(OC)cc2)cc1 | / | / | -4%[13.1 µM] | -28%[10 µM] | / | 6%[17.4 µM] | /
8 | Cc1ccc(N2CC(C(=O)OCC(=O)Nc3ccccc3F)CC2=O)cc1 (stereo not drawn) | 2% | -2% | -3% | -22% | -1% | -6% | -5%[46 µM]
9 | OCCN(CCO)c1ccc(C(c2ccccc2Cl)c2ccc(N(CCO)CCO)cc2Cl)c(Cl)c1 | -13% | -4% | -30% | 14%[10 µM] | 11% | -5% | ?
10 | O=C(NCCSc1ccccn1)c1ccc(Cl)cc1 | 2% | 5% | -3% | -70%[inhibitor] | 3% | 4% | /
11 | CCC(C)NC(=O)CN(c1ccc2c(c1)OCO2)S(=O)(=O)c1c(C)n[nH]c1C (stereo not drawn) | -6%[15.4 µM] | 7% | -1% | 3% | 8% | -6% | -2%
12 | CC1(C)CC(=O)C2=C(C1)N(CCN1CCOCC1)C1=C(C(=O)CC(C)(C)C1)C2c1cccc(F)c1 | ? | -18% | 4% | 34%[10 µM] | 3% | -2% | -7%
13 | Nc1ncc([N+](=O)[O-])cc1Br | / | 3%[9.22 µM] | 0% | 8%[10 µM] | -2% | 2% | /
14 | COC(=O)c1ccc(-c2noc(CN(C)CC3CCCCO3)n2)cc1 (stereo not drawn) | -5% | -1%[9.22 µM] | -2% | 5%[10 µM] | -2% | -2% | /
15 | CC1CCCC(NC(=O)COC(=O)c2ccc(N(C)C)cc2)C1C (stereo not drawn) | -2% | ? | 1% | -8% | 12% | 7% | -1%
16 | Cc1ccc(S(=O)(=O)N2CCC(C(=O)N/N=C/c3ccccc3[N+](=O)[O-])CC2)cc1 | -23% | 15% | -5% | -13%[10 µM] | 8% | -12% | 4%
17 | O=C(CCNS(=O)(=O)c1ccc(Cl)cc1)N1CCN(Cc2ccccc2)CC1 | 1% | 11% | -7% | / | -3% | 0% | ?
18 | Cc1ccc(CNC(=O)CCCc2ccccc2)cc1 | 3% | 13%[9.22 µM] | 1% | 33%[10 µM] | -1% | 5% | -23%[46 µM]
19 | CCOC(=O)c1c(C)oc(C)c(C(=O)OCC)c1=O | / | -17%[9.22 µM] | -2% | -32%[10 µM] | 4% | -2% | /
20 | O=C1CCCC2=C1C1(CCCCC1)N=C(Nc1nc3ccccc3o1)N2 | 2% | -5% | 1% | -37%[10 µM] | -12% | -9% | -1%
21 | CCCc1cc(=O)oc2c(CN3CCCC3)c(O)ccc12 | ? | -10% | 0% | -7% | -3% | ? | -2%
22 | COc1ccc(C)cc1NC(=O)c1ccc(CN2CCN(c3ccccc3)CC2)cc1 | -17% | -9% | ? | -26%[10 µM] | 4% | -9% | ?
23 | O=S(=O)(NCc1cccnc1)c1ccc(Cl)c(Cl)c1 | -4% | -16% | -2% | 3%[10 µM] | 5% | 3% | -9%
24 | COc1cccc(C(=O)Nc2nnc(-c3cccs3)o2)c1 | 3%[15.4 µM] | -12% | 0% | -5% | 2% | -4% | ?
25 | O=S(=O)(Nc1ccncc1)c1ccccc1 | 6% | -12% | -6% | 1%[10 µM] | 11% | 7% | 7%
26 | COCCn1c(N)c(N(Cc2ccccc2)C(=O)c2oc3ccccc3c2C)c(=O)[nH]c1=O | 9% | 1% | 0% | -72%[inhibitor] | -1% | 1% | -5%[46 µM]
27 | Cn1nc(C(C)(C)C)c(NC(=O)c2sccc2Cl)c1C(C)(C)C | 3%[15.4 µM] | -8%[9.22 µM] | 0% | 0%[10 µM] | 2% | -3% | /
28 | COC(=O)c1c(C)[nH]c(C)c1-c1ccc([N+](=O)[O-])cc1 | ? | ? | 4% | -43%[inhibitor] | -3% | / | /
29 | Cc1ccc(CNC(=O)CSc2c3c(nc4cc(Cl)ccc24)CCCC3)o1 | -8% | 17%[9.22 µM] | -10% | ? | 0% | -3% | -25%
30 | Cc1csc(C2=C(O)CN(c3ccc4c(c3)OCCOCCOCCOCCO4)C2=N)n1 | -3% | 7% | -3% | -6% | 12% | -7% | 8%
31 | CC(C)=CCc1c(C)nc2ccccc2c1C(=O)O | 5% | 0% | 0% | -15%[0.074 µM] | 1% | -14% | 11%
32 | O=C(O)CC1S/C(=N\N=C/c2ccccc2)N(c2ccc(O)cc2)C1=O (stereo not drawn) | 3% | 6% | 2% | -6% | 1% | -1% | -4%
33 | CC(=O)N1CCC(=NNc2nc3ccccc3s2)CC1 | 6% | -25% | 2% | -19% | ? | 3% | -15%[9.22 µM]
34 | Brc1ccc2c(c1)CNc1c(ncnc1N1CCOCC1)O2 | -8% | 31%[9.22 µM] | 0% | ? | ? | -1% | ?
35 | Cc1ccc(C2=CSC3=NCCN23)c(C)c1 | -2% | -5% | 2% | -20% | 8% | 2% | ?
36 | CCN(Cc1ccncc1)Cc1nc(CC2CC2)no1 | 1% | -14%[9.22 µM] | 3% | 3%[10 µM] | -14% | -6% | 17%[46 µM]
37 | Fc1ccccc1-c1nc(-c2cnccc2C(F)(F)F)no1 | -1% | 10%[9.22 µM] | 4% | -4%[10 µM] | 6% | -2% | /
38 | C=C(C)Cn1c(CCNC(=O)C(C)(C)C)nc2ccccc21 | -7% | -4% | 5% | 9%[1.9 µM] | -4% | 0% | 9%
39 | Cc1ccccc1C(=O)N/N=C/c1ccc(Sc2ccccn2)o1 | 4% | -12% | 0% | 26%[10 µM] | -1% | 3% | -3%
40 | O=C(Cn1c(-c2cscn2)nc2ccccc21)Nc1ccc(Cl)cc1 | -6% | -14% | 8% | 9%[1.9 µM] | 4% | 5% | ?
41 | CC1Cc2ccccc2N1S(=O)(=O)c1cccc(C(=O)N2CCN(c3ncccn3)CC2)c1 (stereo not drawn) | -7% | -5% | 7% | 22%[10 µM] | -21% | 5% | /
42 | COC(=O)[C@@H]1CCCN1C(=O)CCc1nnc(CCc2c[nH]c3ccccc23)o1 | 11% | -22%[9.22 µM] | -3% | -52%[inhibitor][10 µM] | 3% | 4% | /
43 | CCCCCCCCCCCCCCCC(=O)NC(C)C | / | / | 8%[21.7 µM] | 17% | / | 11% | /
44 | Fc1ccc(-c2csc(N3CCC(c4ccccc4)C3)n2)cc1 (stereo not drawn) | -15% | -30% | -3% | -40%[inhibitor] | 0% | -2% | ?
45 | Cc1ccccc1N(C(=O)Cn1nnc(-c2cccs2)n1)C(C(=O)NCCC(C)C)c1ccco1 (stereo not drawn) | -10% | -3% | -2% | -29% | -8% | -2% | -3%
46 | O=C(Nc1ccccc1)OCN1C(=O)c2ccccc2C1=O | -4% | 4% | 5% | -5% | -1% | -17% | -12%
47 | Cc1nnc(SCC(=O)N/N=C/c2cc(Cl)c(O)c(Cl)c2)s1 | -2% | 9% | 0% | 15%[1.9 µM] | -10% | -8% | 4%
48 | Cc1ccc2nc(N3CCOCC3)c3nncn3c2c1 | 4% | 1% | 11%[2.36 µM] | -16% | 7% | 8% | 1%
49 | Cc1cccc(NC(=O)c2ccc(CN3CCN(Cc4ccccc4)CC3)cc2)c1 | 3% | 9%[9.22 µM] | 5% | -3%[10 µM] | 0% | -1% | ?
50 | COc1ccc2c(c1)C(NC(C)=O)C(=O)N2CCc1ccccc1 (stereo not drawn) | ? | 24%[9.22 µM] | -1% | 37%[10 µM] | 10% | 1% | 17%[46 µM]
51 | O=C(Cc1c(F)cccc1Cl)c1ccc(O)cc1O | -9% | -4% | 5% | -12% | 1% | -1% | ?
52 | COc1ccc(NC(=O)c2c(Cl)n(C)c3ccccc23)cc1 | -2% | -3% | 2% | -51%[inhibitor] | 1% | -6% | -19%
53 | CCOC(=O)N=S(=O)(Oc1ccc([N+](=O)[O-])cc1)c1ccc(Cl)cc1 (stereo not drawn) | -10% | -10% | -11% | 15%[1.9 µM] | ? | -17% | -6%
54 | O=[N+]([O-])c1cccc(N/N=C/c2cccc3ccccc23)c1 | -9% | ? | ? | 14%[1.9 µM] | -17% | -1% | ?
55 | COc1ccc(CN(Cc2nc3ccccc3c(=O)[nH]2)C(=O)C(C)(C)C)cc1 | 1% | -3% | -3% | -9% | 4% | -2% | 6%
56 | CCOC(=O)N1CCN(C2=NC3(CCCCC3)C(C#N)C(=O)N2)CC1 (stereo not drawn) | -5% | 0% | 4% | -9% | 12% | -1% | 1%
57 | Cc1nc(NC(=O)CSc2nnc(Cn3nnc4ccccc43)n2C)sc1C | 3% | 2% | 5% | 15%[10 µM] | 11% | -1% | -11%
58 | Cc1cccc(CN2CCN(Cc3cccc(-n4cccn4)c3)CC2CCO)n1 (stereo not drawn) | ? | 9%[9.22 µM] | 0% | 24%[10 µM] | 19% | -3% | /

In the list so far, two contain a CF3 group:
nr | Molecule | GAA inh | HTT aggregate | CBFb RUNX1 block | HTT ATP protect | GAA glycogen mod | aGlu spleen mod | LMNA splice mod
1 | CCn1cc(C(=O)OCC(=O)c2cc(C)n(-c3cccc(C(F)(F)F)c3)c2C)c(=O)c2ccc(C)nc21 | 3% | -11% | -6% | 22%[10 µM] | -12% | -1% | -10%
37 | Fc1ccccc1-c1nc(-c2cnccc2C(F)(F)F)no1 | -1% | 10%[9.22 µM] | 4% | -4%[10 µM] | 6% | -2% | /
